D2 ag = D2 dopamine receptor (human) agonism; hit rate 0.53% among 340,000; P14416; HEK293 T-REx D2 cells, calcium flux agonist mode; AID 485358; activation, % at 2 µM;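 active = activation over 3 SD above normal in the single-dose calcium agonist read, cut at about 30% in these data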; note: 0% is about no effect
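Agonism scored from kinetic calcium signal (1 read/sec, 180 s) following compound pin transfer, after a 10 s baseline. Cells: HEK293 Trex line expressing inducible D2 receptor coupled to calcium, dye-loaded after overnight culture at 30 C.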
12-LOX inh = blocks human arachidonate 12S-lipoxygenase | Potency, µM (series often up to 108 µM), inactives show top-dose activity change, negative = inhibition, hits mostly inhibitors | hit rate 1.1% among 580,000 | purified 12hLO, xylenol orange hydroperoxide absorbance | P18054; note: potency is the fitted concentration of half-maximal effect; % is set by controls: 0 for no effect and ±100 for the full control effect
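Purified human 12hLO (150 nM final) in 25 mM Hepes, 0.01% Triton X-100, pH 7.0 was preincubated 15 min at room temperature with compound. Then 40 uM arachidonic acid was added, 30 min. Hydroperoxide was read by Fe-XO absorbance ratio 573/405 nm.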
RGS4 inhibitor = human RGS4 inhibition; AID 504845; Potency, µM (series often up to 114 µM), for the others: at the highest dose activity change, negative = inhibition, hits mostly inhibitors; P49798; hit rate 0.039% among 390,000; Transcreener GDP fluorescence polarization, RGS4-accelerated GTP hydrolysis; note: potency is the fitted concentration of half-maximal effect; % is set by controls: 0 for no effect and ±100 for the full control effect; nearly all actives have a fitted effect of over 75% in size; some results filed as inactive show a strong effect at the top dose
Target sequence (P49798 whole entry, looked up): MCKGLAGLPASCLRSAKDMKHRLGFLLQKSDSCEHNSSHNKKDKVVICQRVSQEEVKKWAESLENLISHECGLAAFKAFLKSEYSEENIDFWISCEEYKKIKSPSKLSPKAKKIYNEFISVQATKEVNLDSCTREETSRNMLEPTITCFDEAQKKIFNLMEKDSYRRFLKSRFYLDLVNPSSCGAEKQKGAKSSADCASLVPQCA
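MLSMR compounds (23 nl, pin-transferred) preincubated 10 min at room temperature with a 500nM (2x) first reagent, then RGS4 at 900nM (2x) plus Transcreener GDP mix added; fluorescence polarization (620/688 nm) read before and after 90 min at 30 °C.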
Vif-APOBEC3G blk = blocks the Vif interaction with human APOBEC3G | Q9HC16 | HeLa A3G-eYFP + Vif (tagged APOBEC3G with the HIV-1 protein that degrades it), YFP fluorescence, overnight | Potency, µM (top dose mostly 46.1 µM), for the others: at the highest dose activity, negative = active, usual class: inhibitors | hit rate 0.076% among 410,000;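 note: potency is the fitted concentration of half-maximal effect; % is set by controls: 0 for no effect and ±100 for the full control effect; nearly all actives have a fitted effect of over 60% in size; hits raise eYFP signal because A3G escapes Vif-driven loss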
Target sequence (Q9HC16 whole entry, looked up): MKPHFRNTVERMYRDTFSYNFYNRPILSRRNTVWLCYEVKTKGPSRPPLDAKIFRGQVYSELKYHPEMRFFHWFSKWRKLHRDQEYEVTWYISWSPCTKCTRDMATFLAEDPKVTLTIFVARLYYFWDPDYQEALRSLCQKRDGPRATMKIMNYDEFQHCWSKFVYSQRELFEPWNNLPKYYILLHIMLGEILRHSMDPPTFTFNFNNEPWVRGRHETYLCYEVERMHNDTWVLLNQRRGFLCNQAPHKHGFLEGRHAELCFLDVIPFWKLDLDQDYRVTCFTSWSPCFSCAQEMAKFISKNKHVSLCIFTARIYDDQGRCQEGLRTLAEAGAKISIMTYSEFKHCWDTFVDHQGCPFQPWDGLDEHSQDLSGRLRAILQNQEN
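Read-out is eYFP fluorescence (Ex 488/Em 500-530) from Vif-expressing HeLa A3G-eYFP cells; more signal means A3G escaped Vif-mediated degradation. Cells plated overnight, compound pinned in, incubated overnight at 37 deg C.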
Vif-A3F inh = inhibitors of Vif-A3F interaction; HeLa A3F-eYFP + Vif (tagged APOBEC3F with the HIV-1 protein that degrades it), YFP fluorescence increase; Potency, µM (series often up to 46.1 µM), without a hit: at the top dose activity, negative = active; hit rate 0.2% among 390,000; AID 602313; note: potency is the fitted concentration of half-maximal effect; % of control where 0% means no effect; nearly all actives have a fitted effect of over 65% in size
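HeLa cells stably expressing Vif plus C-terminally eYFP-tagged A3F were seeded, incubated overnight at 37 deg C, dosed with compound, incubated overnight again at 37 deg C. Yellow fluorescence (Ex 488/Em 500-530) reported blocked Vif-mediated A3F-eYFP degradation.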
Glioma ERSR ind = inducers of ER stress response in human glioma cells | U87-MG GRP78 promoter luciferase reporter, 16 h | Potency, µM, inactives show at the highest dose activation, hits mostly activators | hit rate 0.02% among 420,000; note: potency is the fitted concentration of half-maximal effect; series mostly up to about 76 µM; % of control where 0% means no effect; nearly all actives have a fitted effect of over 35% in size
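Stably transfected U87-MG glioma cells carrying a GRP78-based luciferase sensor; 16 h compound incubation. Luminescence end-point read 10 min after Bright-Glo addition at room temperature.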
ERG Ets-DNA blk = blocks human ERG Ets domain binding to DNA; P11308; fluorescence polarization, His-ERG Ets domain / labelled DNA; Potency, µM (series often up to 76.9 µM), for inactives: at the highest dose FP activity, negative = inhibition, actives largely listed as inhibitors; hit rate 0.028% among 370,000; AID 624246; active = well fitted inhibition curve with a large enough effect in the polarisation, with a control signal flat; inconclusive = small, poorly fitted or top-dose-only effect, or effect the other way, or a change in a side signal; inactive = no such curve, though single readings can be large or run the other way; the % refers to the polarisation;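 note: polarization taken with two DNA probes labelled with fluorescein and Texas red; potency is the fitted concentration of half-maximal effect; % of control where 0% means no effect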
Target sequence (P11308 whole entry, looked up, the tested form may be a part): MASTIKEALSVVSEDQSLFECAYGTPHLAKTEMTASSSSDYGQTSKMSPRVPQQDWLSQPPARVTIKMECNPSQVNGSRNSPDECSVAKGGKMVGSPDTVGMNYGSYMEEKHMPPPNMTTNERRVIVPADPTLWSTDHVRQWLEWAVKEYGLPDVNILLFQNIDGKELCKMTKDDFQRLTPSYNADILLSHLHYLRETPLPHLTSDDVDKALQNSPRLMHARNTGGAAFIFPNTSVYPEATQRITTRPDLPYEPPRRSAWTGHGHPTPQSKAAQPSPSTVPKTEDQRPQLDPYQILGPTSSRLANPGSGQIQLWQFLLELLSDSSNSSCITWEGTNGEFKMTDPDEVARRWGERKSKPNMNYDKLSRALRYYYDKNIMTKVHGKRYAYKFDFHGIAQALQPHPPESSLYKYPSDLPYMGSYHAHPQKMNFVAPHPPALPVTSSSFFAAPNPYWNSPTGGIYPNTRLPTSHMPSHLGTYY
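His-tagged ERG Ets domain (1 uM in the protein solution; 300mM KCl, 50mM Tris-HCl, 1mM EDTA, 1mM DTT, pH 7.5) received compound, then a probe mix of 5 nM fluorescein-DNA and 100nM Texas-615-DNA. Fluorescence polarization was read for both dyes.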
LDHA block = inhibitors of human lactate dehydrogenase A; hit rate 0.15% among 480,000; purified LDHA, NADH/diaphorase-resazurin fluorescence; hits give low values; activity change, % (values are at about 110 or 230 µM); AID 1347041; in the data active = activity change below about -30%; inconclusive = mostly about -25% to -30%;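 note: plate controls were DMSO wells for no effect and wells without enzyme for full effect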
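Enzyme activity of human lactate dehydrogenase 5 (2 nM; 0.06 mM NADH, 0.2 mM pyruvate, 5 min, RT) is measured via a resazurin/diaphorase fluorescence readout of residual NADH.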
D2 antag = antagonists of human D2 dopamine receptor; inhibition, % at 10 µM; HEK293 TREx D2 cells, calcium flux, dopamine EC80; AID 485344; P14416; hit rate 2% among 340,000; in the data active = inhibition above about 30%; note: 0% is about no effect
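Compounds are added to dye-loaded, induced HEK293 T-REx cells coupled to calcium release via D2; after a 3 min kinetic read an EC80 dopamine stimulus is given and fluorescence is recorded for 3 more min.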
* hit, by the source's call; ? = inconclusive; nt = no result given; & = joins results of further samples; [ ] = dose if it differs, or a comment. Unless noted, calls come from the whole dose curve; as a rule, active = well fitted curve in the direction sought with a large enough effect; inconclusive = small, poorly fitted or top-dose-only effect, or another doubt; inactive = no such curve, though single readings can be large; an effect the other way counts as inactive or inconclusive.

Values run as follows: Vif-APOBEC3G blk	RGS4 inhibitor	D2 ag	Glioma ERSR ind	Vif-A3F inh	LDHA block	ERG Ets-DNA blk	12-LOX inh	D2 antag
- COc1ccc(/C(C)=N/NC(=O)Cc2ccc(Cl)cc2)cc1
→ -3.3%	15.1%	-0.7	-8.0%	5.5%	-0.3	-15.2%	-10.2%	-9.8
- Cn1cnc(S(=O)(=O)N2CCN(c3cccc(Cl)c3)CC2)c1
→ -5.0%	31.8%[11.4 µM]	nt	-4.1%	2.7%	-0.4	0.7%	-5.5%	nt
- CCc1cccc(NC(=O)CCN2C(=O)c3ccccc3Sc3ncccc32)c1
→ -2.8%	-15.2%	0.4	-2.2%	-1.1%	-7.5	8.7%	?	nt
- O=C(CNS(=O)(=O)c1cccc(Br)c1)NCC1CCCCC1
→ 1.1%	9.9%	-0.2	-4.9%	-7.2%	-18.2	-3.1%	-21.2%	13.7
- CN(CC(=O)NCc1ccc2c(c1)OCO2)S(=O)(=O)c1ccc(Br)s1
→ 0.0%	9.8%	0.0	-1.8%	4.7%	-2.9	11.6%	135.3%[activator]	-6.7
- COc1ccc(OC)c(N(CC(=O)Nc2cccnc2)S(C)(=O)=O)c1
→ -0.1%	5.4%	-0.8	-1.2%	-2.4%	-1.8	nt	2.1%	-1.4
- Cc1ccccc1Cc1ccc(Cl)nn1
→ -0.2%	25.1%	0.8	1.3%	5.4%	-3.6	0.8%	14.8%	2.7
- O=C(NCCc1csc(-c2ccc(C(F)(F)F)cc2)n1)C(=O)Nc1ccc(F)c(Cl)c1
→ -1.9%	28.9%	-0.6	0.4%	0.6%	-2.9	-1.9%	0.8%	nt
- COc1ccc(NC(=O)c2ccco2)cc1NC(=O)c1ccccc1F
→ 1.3%	-6.8%	nt	-2.1%	-11.3%	-9.0	5.6%	-20.7%	nt
- CCC1=Nc2cc(C(=O)NCCCOC)ccc2Sc2ccccc21
→ -33.9%	-5.6%[11.4 µM]	0.8	-4.6%	-16.8%	-1.0	0.3%	-15.2%	1.5
- COc1ccc(Nc2c3c(nc4c(-c5ccccc5)c(C)nn24)CCC3)cc1
→ -0.8%	19.3%	-0.6	0.4%	-15.4%	-3.2	7.1%	-17.3%	-14.4
- CC1CCCCN1C(=O)c1cc(-c2ccc(Br)cc2)on1 (configuration not stated)
→ 0.0%	-37.6%	-0.6	1.1%	-0.9%	-0.5	6.4%	-24.4%	nt
- CCCc1cc(C(=O)Nc2ccc(F)cc2F)no1
→ 0.0%	-10.1%	1.1	1.7%	1.0%	1.4	2.4%	5.2%	-8.8
- Cc1c(C(=O)N(Cc2ccc(N(C)C)cc2)CC2CCCO2)oc2ccccc12 (configuration not stated)
→ 2.4%&-0.2%	13.7%&1.9%	-0.1&0.0	-5.5%&1.6%	0.1%&-9.6%	0.9&4.2	5.9%&1.5%	20.1%&-14.5%	20.7
- Cc1nc(SCC(=O)Nc2ccc(Cl)cc2[N+](=O)[O-])nc(C)c1C
→ -4.9%	-0.4%	-0.6	2.2%	-2.7%	-7.2	-1.1%	-23.4%	-3.8
- CC(C)n1cc(/C=N/Nc2ccc(C(=O)O)cc2)c2ccccc21
→ -5.6%	-25.5%	-1.2	-1.4%	7.6%	-0.5	-7.9%	?	-15.8
- Cc1ccc(Cn2nnc3sc4c(c3c2=O)CCC(C)C4)cc1 (configuration not stated)
→ 1.3%	9.2%	0.0	3.6%	-6.6%	-14.6	-4.8%	-20.0%	nt
- O=C(Cn1c(SCc2ccc(F)cc2)nc2cccnc21)Nc1ccccc1F
→ -5.3%	-13.1%	0.4	4.2%	-20.9%	-3.8	1.8%	-19.6%	nt
- Cc1cc(=O)c2ccc(C(F)(F)F)cc2[nH]1
→ 1.8%	-25.3%	0.5	-8.2%	6.5%	-5.2	-0.5%	?	6.3
- O=C(COC(=O)CNS(=O)(=O)/C=C/c1ccccc1)NC1CCS(=O)(=O)C1 (configuration not stated)
→ -1.3%	-5.6%	0.5	1.0%	0.6%	-3.4	-7.2%	0.0%	-11.0
- Cc1cccc(SCC(=O)Nc2ccc3c(c2)OCCO3)c1
→ 1.3%	14.3%	-2.5	7.2%	-3.0%	-0.4	-11.6%	?	5.4
- CCOc1ccccc1-c1nc(Cn2c(=O)cc(C)c3c(C)nn(-c4ccccc4)c32)c(C)o1
→ 0.6%	-2.2%	-0.4	-3.8%	0.1%	-2.1	-10.4%	-24.3%	nt
- CCCCNC(=O)NCCN1CCOCC1
→ -3.9%	10.9%	1.0	2.0%	-12.7%	-4.7	-0.4%	494.6%[activator]	-22.2
- COC(=O)c1sccc1S(=O)(=O)N(CC(=O)NCc1ccc(C)cc1)c1ccc(C)c(C)c1
→ -2.5%	13.1%	1.0	-2.1%	4.1%	-2.3	0.2%	-23.1%	nt
- CCCCCC(=O)NC(=S)Nc1ccc(NC(=O)c2ccco2)cc1
→ 1.5%	-16.3%	nt	-5.5%	7.0%	-17.3	4.1%	?	nt
- O=C1NC(=Nc2ccc(Cl)cc2)SC1Cc1cccc(Cl)c1Cl (configuration not stated)
→ -16.4%	10.8%	-0.1	-0.4%	-6.2%	-9.9	6.5%	-9.7%	1.6
- CC(C)(C)OC(=O)NCCCCCc1nnc(SCc2cccc(F)c2)o1
→ -0.2%	-11.1%	-1.4	0.7%	-8.8%	1.7	8.5%	180.6%[activator]	-2.5
- O=C1N[C@@H](Cc2ccccc2)C(=O)N2[C@@H]3N(S(=O)(=O)c4ccccc4)c4ccccc4[C@]3(Br)C[C@@H]12
→ -3.6%	-1.5%	nt	-1.9%	9.2%	-0.8	15.5%	-7.0%	nt
- CC(C)(C)OC(=O)c1c(N)n(CCCN2CCCC2=O)c2nc3ccccc3nc12
→ 1.5%	26.6%	0.8	-3.5%	-2.7%	3.2	3.4%	-22.4%	17.5
- N#Cc1ccccc1CSc1nc(O)cc(=O)[nH]1
→ 0.2%	-25.7%	-0.1	-4.3%	1.8%	-4.4	-2.2%	0.0%	-8.1
- C=CCNC(=O)CSCc1ccc(Br)cc1
→ 4.5%	-29.9%	0.4	-0.8%	-2.2%	-1.1	6.0%	0.8%	-4.7
- COc1cccc(C(=O)N(Cc2cc3cc(C)ccc3[nH]c2=O)C(C)C)c1
→ -3.6%	-1.1%	0.3	-3.0%	-5.5%	2.1	-1.6%	408.8%[activator]	-10.8
- O=C1C(=O)N(CCN2CCOCC2)C(c2ccccn2)/C1=C(/O)c1ccc(F)cc1 (configuration not stated)
→ 1.0%	-27.7%[11.4 µM]	0.1	-2.1%	4.7%	8.6	3.4%	-4.5%[57.4 µM]	1.3
- COc1ccccc1NC(=O)c1oc2ccccc2c1NC(=O)Cc1ccccc1
→ -5.1%	25.8%	-0.5	-0.3%	-10.6%	-5.9	-1.1%	-17.6%	nt
- Oc1ccccc1C=NN=CC=Cc1ccccc1
→ -0.1%	-27.7%	nt	2.0%	-13.3%	2.1	-8.1%	2.3%	nt
- Nc1cc2c(cc1[N+](=O)[O-])OCO2
→ -8.5%	-7.1%	0.1	-2.0%	13.5%	16.2	-8.5%	-26.1%	13.3
- Cc1ccccc1Cn1cnc2c(cnn2C(C)(C)C)c1=O
→ -2.6%&0.6%	-48.3%	-1.0	7.0%&-1.0%	-13.1%	-2.8	6.2%	0.0%	-1.5
- O=C(NCc1ccc2c(c1)OCO2)c1cc([N+](=O)[O-])ccc1N1CCCCC1
→ ?	-12.2%	-1.2	-5.9%	2.3%	-4.6	-0.1%	-13.7%	-19.9
- CCN1C(=O)/C(=C\N(C)C)c2ccccc21
→ -0.7%	6.1%	-3.7	1.0%	-3.4%	-8.2	-12.1%	0.0%	15.1
- CC1CN(C(=O)Cn2cc(S(=O)(=O)CC(=O)N(C)c3ccccc3)c3ccccc32)CC(C)O1 (configuration not stated)
→ -1.1%	-4.3%	0.6	-1.3%	0.7%	-0.2	1.9%	2.6%	-11.6
- CCC1CCCCN1C(=O)CCn1ccnc1 (configuration not stated)
→ 1.8%	15.6%	0.1	-2.7%	-0.7%	-5.2	2.7%	73.5%[activator]	0.1
- COc1ccc(-c2c([C@H]3[C@@H]4C=CCC[C@@]4(C)C(=O)N3Cc3ccccc3)ccc3ccccc23)cc1OC
→ -1.7%	-3.6%	1.2	-6.1%	2.5%	1.5	-3.8%	-27.7%	18.1
- O=[N+]([O-])c1ccc(N=NNc2ccccc2)cc1
→ -0.8%	-12.3%[11.4 µM]	-0.1	3.8%	-2.5%	3.3	6.0%	nt	2.9
- COc1ccc(CNC(=O)C2CSCCS2)cc1 (configuration not stated)
→ -0.2%	30.2%	1.0	4.5%	-6.6%	-3.8	-9.7%	24.2%	-10.8
- COc1ccc(CNC(=O)C(C)N(Cc2ccco2)C(=O)c2snc(C(N)=O)c2N)cc1 (configuration not stated)
→ -4.7%	-18.0%	-1.2	-2.1%	0.9%	-3.2	-15.1%	3.6%	4.3
- O=C(CCC(=O)N1CCOc2ccc(Cl)cc21)NCCCN1CCN(Cc2ccccc2)CC1
→ 3.4%	3.3%	1.0	-1.2%	3.1%	1.5	14.6%	20.0%	40.7*
- CCCC(=O)NCC(c1cccs1)S(=O)(=O)c1ccc(Cl)cc1 (configuration not stated)
→ -12.1%	-11.8%	nt	-2.3%	6.3%	-0.9	6.7%	19.9%	nt
- O=c1c(Cl)c(N2CCNCC2)cnn1C12CC3CC(CC(C3)C1)C2
→ 0.2%	5.1%	0.2	-3.0%	6.4%	-2.3	-1.7%	-0.8%	6.8

Compound activity: PubChem, National Center for Advancing Translational Sciences (NCATS)

These rows are one share of the data; the hit share may differ from the screen's.
